ABHD5 PLIN5 PPI – blocks binding of human ABHD5 to perilipin-5 | Split G. princeps luciferase complementation, luminescence, 4 h | inhibition, % at 4 µM | 0.78% of 360,000 active;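 active = inhibition above the mean inhibition across every tested compound plus 3 SD, cut at about 22% in these data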;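 note: 0% = DMSO only wells and the 100% control is not disclosed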
m5-HT2A agonist – mouse HTR2A agonism via beta-arrestin recruitment; CHO-K1 mHTR2A beta-arrestin complementation, luminescence; percent of 30 µM serotonin response; activation, % at 7.6 µM; P35363; 0.66% of 360,000 active;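 active = activation above a run cutoff, the mean activation of all tested compounds plus 3 SD, cut at about 14% in these data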;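 note: 0% = plate median of compound wells and 100% = 30 µM serotonin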
MC4R barr agon – activates human MC4R beta-arrestin recruitment. U2OS MC4R beta-arrestin complementation, luminescence; percent of melanotan II response, DMSO zero. activation, % at 8.9 µM. 0.98% of 360,000 active. AID 540308;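 active = activation above a per-plate cutoff, the mean activation of sample wells on that plate plus 3 SD, cut at about 8% in these data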
N-glyco inh – N-linked glycosylation inhibition | D54 ERlucT glycosylation luciferase reporter, 24 h; percent of 100 nM tunicamycin response | reporter increase, % at 12.5 µM | 0.23% of 360,000 active;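 active = mean luciferase reporter signal, scaled so untreated is 0 and the glycosylation-blocking control 100, at or above a set limit in every replicate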;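 note: luciferase carries N-glycosylation sites so blocking glycosylation raises the light; 0% = median of neutral control wells and 100% = median of 100 nM tunicamycin wells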
ABCB6 inh 2 – human ABCB6 transporter inhibition. fluorescence ratio to DMSO, % at 10 µM. 0.19% of 360,000 active. Q9NP58. K562-ABCB6 porphyrin accumulation, flow cytometry, 1 h; hits give low values. AID 602162;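 active = fluorescence ratio to DMSO below 75%, the collection mean minus 3 SD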;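 note: signal is porphyrin accumulated inside mitochondria; 100% equals median channel fluorescence of DMSO control wells; lower ratio means ABCB6 inhibition with less porphyrin fluorescence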
Target sequence (Q9NP58 whole entry, looked up): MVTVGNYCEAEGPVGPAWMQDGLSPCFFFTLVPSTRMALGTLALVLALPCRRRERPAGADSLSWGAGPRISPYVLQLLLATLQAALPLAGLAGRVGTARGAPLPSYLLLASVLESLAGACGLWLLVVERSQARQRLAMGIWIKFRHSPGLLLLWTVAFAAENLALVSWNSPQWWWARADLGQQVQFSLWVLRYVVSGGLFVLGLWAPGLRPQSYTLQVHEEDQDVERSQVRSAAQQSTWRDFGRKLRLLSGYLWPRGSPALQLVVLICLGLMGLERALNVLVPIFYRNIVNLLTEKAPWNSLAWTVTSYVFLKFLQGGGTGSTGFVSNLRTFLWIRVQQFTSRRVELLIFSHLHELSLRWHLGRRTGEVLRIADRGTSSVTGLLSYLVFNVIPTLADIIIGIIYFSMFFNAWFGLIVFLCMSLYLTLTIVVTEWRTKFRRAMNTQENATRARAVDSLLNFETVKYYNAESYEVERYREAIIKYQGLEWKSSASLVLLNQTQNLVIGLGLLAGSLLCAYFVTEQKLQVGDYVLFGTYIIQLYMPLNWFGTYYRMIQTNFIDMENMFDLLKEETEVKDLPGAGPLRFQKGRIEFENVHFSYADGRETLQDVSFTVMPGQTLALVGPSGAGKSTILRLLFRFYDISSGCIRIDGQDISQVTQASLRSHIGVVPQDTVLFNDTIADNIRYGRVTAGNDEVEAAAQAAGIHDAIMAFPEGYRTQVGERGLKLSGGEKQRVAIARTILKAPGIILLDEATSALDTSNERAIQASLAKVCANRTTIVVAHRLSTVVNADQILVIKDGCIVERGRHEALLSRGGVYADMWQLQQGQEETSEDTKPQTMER
CaV13 ICDI inh – Disruptors of the CACNA1D IQ motif to Ca2+-dependent inactivation inhibitor domain association, primary screening, Förster resonance energy transfer in intact living …. HEK cells, CFP/YFP FRET ICDI-IQ, plate reader, 10 min; percent FRET-ratio fall versus neutral wells. inhibition, % at 12.3 µM. 0.098% of 340,000 active. AID 743397;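 active = mean replicate inhibition of at least 30% and at least 1% of replicates passing that level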;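 note: 0% = median of the neutral control wells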
Exocytosis inh – blocks lytic granule exocytosis; TALL-104 LAMP-1 surface exposure, flow cytometry; cells stimulated with thapsigargin and PMA; 0.66% of 360,000 active; AID 651702; inhibition, % at 10 µM;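 active = inhibition above about 55%, limit read from the data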
MC4R antag cAMP – human MC4R antagonism in cAMP assay; P32245; MC4R-expressing cells, MTII-stimulated cAMP, LANCE TR-FRET; inhibition, % at 6.5 µM; 0.48% of 360,000 active;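 active = inhibition above its plate's cutoff, the mean of tested wells on that plate plus 3 SD, cut at about 29% in these data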;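 note: 0% = Melanotan II alone and 100% = Melanotan II plus saturating MCL0020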
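Material: U2OS-MC4R stable cell line | Reagent: Melanotan II challenge after compound preincubation | Doses: One concentration, 6.5 µM nominal | Incubation: 30-min compound preincubation, 1-h Melanotan II challenge, 1-h detection, room temperature | Signal: TR-FRET cAMP assay | Replicates: One well per compound, no replicates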
H9c2 protect – myocardial damage modulation in H9c2 cells; H9c2 cardiomyocytes, H2O2 injury protection, ATPLite, 2 h; protection from H2O2 cell death, % at 20 µM; 0.63% of 360,000 active;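 active = compounds giving at least 50% protection of heart cells from peroxide-induced death in the single-dose screen, raw or plate-pattern-corrected value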;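 note: 0% = DMSO wells with peroxide and 100% = DMSO wells without peroxide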
PDI inh – blocks human protein disulfide isomerase activity | 0.052% of 350,000 active | inhibition, % at 10 µM | P07237 | PDI insulin aggregation turbidity, A650, 90 min;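 active = mean inhibition across replicates of 30% or more, whatever share of single replicates reach that level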;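 note: absorbance from insulin aggregation driven by PDI reduction with DTT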
* marks the source's active call; other numbers are inactive results; x = not tested or not shown. No enrichment for hits. Share with any hit: about 4.2%.

SMILES	ABHD5 PLIN5 PPI	m5-HT2A agonist	MC4R barr agon	N-glyco inh	ABCB6 inh 2	CaV13 ICDI inh	Exocytosis inh	MC4R antag cAMP	H9c2 protect	PDI inh
O=C(O)c1ccc(O)c(N2C(=O)Nc3ccccc3N2O)c1	-1	9	-1.2	1	98	-4	-2	1	10	0
CCOc1ccccc1NC1=C(Cl)C(=O)N(c2ccc(OC)cc2)C1=O	6	3	3.4	2	100	-4	-2	-2	10	2
CN(CC(=O)NCCc1ccccc1)CC(=O)Nc1cccc(F)c1	-4	-6	-1.8	0	94	-7	4	12	6	-4
COC(=O)c1ccc(C2C(C(=O)c3ccc(C)o3)=C(O)C(=O)N2c2cc(C)on2)cc1 (configuration not stated)	-10	2	-2.4	5	99	-7	6	8	9	8
CCCC(NC(=O)CCc1c(C)c2cc3c4c(oc3c(C)c2oc1=O)CCCC4)C(=O)O (configuration not stated)	0	1	-0.5	0	93	-4	-7	3	-2	8
COc1ccc(S(=O)(=O)Nc2ccccc2C(=O)NCc2cccnc2)cc1C	4	-1	-1.6	2	96	-2	-2	10	7	3
COc1ccc(C(=O)COC(=O)/C=C/c2ccccc2)cc1	5	0	3.2	2	105	-6	-2	13	-5	4
CCOC(=O)C1CCN(CCC(=O)Nc2ccc(Br)c(C)c2)CC1	10	-3	-1.2	1	103	-3	30	-1	0	7
CCOC(=O)C1=C(c2ccccc2)NC(=S)NC1c1cccc([N+](=O)[O-])c1 (configuration not stated)	-5	-1	0.2	4	100	-5	0	4	14	4
O=C(CN1CCCCC1)Nc1ccc(C(F)(F)F)cc1Cl	0	-1	4.8	1	102	-13	3	-4	-6	-11
Cc1cccc(N2C(=O)CS/C2=N\NC(=O)c2ccc(Br)cc2)c1C	5	15*	-0.4	1	104	-4	-2	6	2	20
CCCCC(=O)Nc1cccc(NC(=O)c2ccc(Br)o2)c1	0	-5	-0.9	1	100	-9	-3	3	-3	0
CCOc1ccc(-c2nnc3sc(-c4ccccc4OC)nn23)cc1	2	0	-2.6	-2	100	-5	-2	9	16	7
Cc1cc(C(=O)N(C)CC(=O)Nc2ccccc2C(F)(F)F)c(C)o1	3	-4	-2.0	1	97	-6	62*	5	5	0
O=C(Cn1c(C(=O)NCCCN2CCOCC2)cc2sccc21)c1ccccc1	0	-8	-0.8	-1	95	-7	-1	14	-2	-9
CC(C)C(=O)NCCc1c[nH]c2ccccc12	1	3	0.9	2	101	-5	-2	0	-1	-6
COc1nc(N)nc(NC23CC4CC(CC(C4)C2)C3)n1	12	2	0.3	-4	84	x	0	-7	-4	-2
Cc1cc(C)cc(N(CC(=O)O)S(=O)(=O)c2c(C)noc2C)c1	-2	-1	-2.2	2	99	-7	2	2	-2	6
CCCc1nc2ccc(NC(C)=O)cc2c(=O)n1Cc1cccc(Cl)c1	5	-1	-1.2	1	103	-1	2	3	13	12
CN(C)CC(C)(C)CNC(=S)Nc1ccc(S(=O)(=O)N2CCOCC2)cc1	0	-2	-0.6	0	100	-5	-3	-4	7	-2
OC(CNC1CCCc2ccccc21)COc1ccc2ccccc2c1 (configuration not stated)	1	-3	1.7	-1	100	-40	9	-4	-7	-2
CN1CCN(c2nc(-c3ccc(Cl)c(Cl)c3)nc3ccccc23)CC1	2	-6	-0.4	-2	101	x	19	15	1	2
Cc1ccc(-n2ncc3c2CCCC3NC(=O)CCC2=NNC(=O)CC2)cc1C (configuration not stated)	4	10	-2.7	0	102	-4	-5	11	-3	-5
N#CCCn1cc(/C=N/O)c(-c2ccc(Cl)cc2)n1	-5	7	-0.2	-1	103	-4	-6	1	8	-1
Cc1ccc(NC(=O)CSc2nnc(CNC(=O)c3ccco3)o2)cc1Cl	6	-4	-1.8	2	96	-4	-2	1	-1	-11
CC(=O)Nc1ccc(Nc2cc(-c3ccccc3)nc3ncnn23)cc1	5	2	-0.8	4	100	-2	-2	7	0	7
CCOc1ccc(S(=O)(=O)NCCC(=O)N(C)Cc2ccc(C)o2)cc1	6	8	-0.7	-2	98	-1	-3	10	4	-5
CN1CCN(c2nc(-c3ccccc3)ncc2S(C)(=O)=O)CC1	-3	-7	-0.4	-1	97	-6	-16	5	0	8
CCCn1c(=NC(=O)CS(=O)(=O)c2ccccc2)sc2cc(S(C)(=O)=O)ccc21	3	-2	-1.4	-5	101	-6	-2	-3	8	-12
COCC(C)NCC(=O)NC(C)CCc1ccccc1 (configuration not stated)	3	-1	0.7	2	97	-5	0	1	0	7
CCC(C(=O)O/N=C(\N)c1ccc(C)cc1)c1ccccc1 (configuration not stated)	0	1	0.5	0	100	-4	0	-2	-10	-6
CCOC(=O)c1c(NC(=O)c2ccccc2C(=O)O)sc2c1CCC2	-12	-3	-2.5	3	96	-6	4	6	8	-91
O=C(CCC(=O)N1CCOc2ccccc21)Nc1ccccc1Cl	-7	-4	-1.2	-2	100	-6	4	1	3	x
CC(=O)Nc1cccc(-c2cc(NC=O)c3ncc(-c4ccc(F)c(Cl)c4)n3c2)c1	5	3	5.2	8	81	-11	-4	1	48	-1
CC(C)C(=O)NC(C)C(c1cccs1)N1CCN(C)CC1 (configuration not stated)	3	2	-0.7	0	98	-7	-1	7	-2	4
Cc1ccccc1-n1c(C)nnc1SCC(=O)N(C)C1CCS(=O)(=O)C1 (configuration not stated)	1	0	-3.3	3	96	-4	-2	-1	9	1
CC1CCCC(NC(=O)Cn2cc(Br)ccc2=O)C1C (configuration not stated)	7	1	1.6	2	96	-3	3	7	9	-2
CN1/C(=C/C(=O)COC(=O)C2COc3ccccc3O2)C(C)(C)c2ccccc21 (configuration not stated)	-4	0	-1.2	1	161	-5	-3	0	-7	3
CC(OC(=O)C1COc2ccccc2O1)C(=O)N(C)c1ccccc1 (configuration not stated)	5	2	-2.4	-1	97	-2	0	-3	-9	1
O=C1C2=C(CCCC2)C(=O)N1c1cccc(OCCBr)c1	-2	0	-1.3	5	95	-2	-4	18	1	6
N#Cc1c(N)nc(SCC(=O)OCc2ccccc2)c(C#N)c1-c1ccco1	6	-1	-2.1	4	96	-4	22	13	23	-5
COc1ccc(OC)c(/C=N/NC(=O)CNC(=O)c2ccc(S(=O)(=O)N3CCOCC3)cc2)c1	2	4	-1.8	-1	98	-4	2	3	2	-12
COC(=O)[C@]12CCCCC=C1N(CCC1=CCCCC1)C(=O)[C@H](CC(=O)N1CCN(C(=O)C3CC3)CC1)C2	-2	1	x	x	91	-5	-2	x	x	x
N#Cc1ccc2ccn(CC(=O)NC3CCCCCC3)c2c1	-3	1	-1.7	-1	98	-6	-3	-2	1	-4
O=C(COc1ccc(Br)cc1Cl)c1ccc[nH]1	-4	-2	-1.5	-2	98	-2	2	4	-13	-1
O=C(CNc1n[nH]c(=O)[nH]c1=O)N/N=C/c1cccnc1	-3	3	0.2	1	101	-3	0	3	8	-4
CC1Cc2ccccc2N1C(=O)c1cnc2n(c1=O)CCS2 (configuration not stated)	12	5	1.0	-1	100	9	1	-1	14	x
COC(=O)c1ccc(Oc2nc(NC(C)C)nc(SC)n2)cc1	-3	6	-1.1	0	96	1	0	6	-3	-4
Cc1ccc2c(c1)C1CC(C)(O2)N(c2cccc(C(=O)N3CCN(c4ccccn4)CC3)c2)C(=O)N1 (configuration not stated)	-8	-2	0.0	0	106	-3	-6	3	4	6
O=C(NCCN1CCCCC1)c1cc(OCC(F)(F)F)ccc1OCC(F)(F)F	6	-2	1.1	0	108	-4	-2	11	3	2
CCC(Oc1ccc2c(c1)C(=O)CC(C)(C)O2)C(=O)NCCN1CCCCCC1 (configuration not stated)	-6	-4	-1.7	-3	92	-2	-2	-3	-10	-2
CC(=O)C1=C(C)Nc2ncnn2C1c1ccccc1F (configuration not stated)	-5	-1	-2.5	2	93	-17	8	3	3	-3
C=C(C)CN(CC)CCC(=O)Nc1ccc(OC)cc1OC	8	-1	-1.5	-2	106	-5	1	-4	-2	-2
O=C(CCc1ccccc1)Nc1cccnc1	7	-4	-2.2	0	95	-5	-17	-2	-3	-3
COc1cc(N(C(=O)Cc2cccs2)C(C(=O)NC2CCCCC2)c2ccc(C)cc2)ccc1-n1cnnn1 (configuration not stated)	-1	3	-2.8	-7	101	-4	2	4	-5	-1
Cc1c(/C=N\NC(=O)c2ccc(F)cc2)cnn1C	8	-2	1.1	1	105	-10	2	4	-8	0
COc1cccc(/C=N/Nc2ccc(Cl)nn2)c1OC	1	1	-2.2	2	94	-3	-8	10	-4	11
CN(C)c1ccc(C2Nc3cccc4cccc(c34)N2)cc1	4	6	-2.4	-2	103	-16	0	-2	-10	16
COc1ccc(C2=NS(=O)(=O)N(C)C(C(=O)Nc3ccc(C)cc3)=C2)cc1	-13	-5	4.2	3	101	-3	-3	4	-28	x
COc1ccccc1Nc1nc(N)nc(CSC(=S)N2CCC(C)CC2)n1	-1	0	-2.6	1	95	-2	1	-7	-4	17

(more compounds)
SMILES	ABHD5 PLIN5 PPI	m5-HT2A agonist	MC4R barr agon	N-glyco inh	ABCB6 inh 2	CaV13 ICDI inh	Exocytosis inh	MC4R antag cAMP	H9c2 protect	PDI inh
Fc1ccc2nc(Nc3ccccc3)sc2c1	-2	-3	0.0	2	92	-17	2	-1	-25	-3
CN1CCN(C2Cc3ccc(F)cc3Sc3cc(F)c(Cl)cc32)CC1 (configuration not stated)	8	-16	7.8	-2	94	-3	7	-5	7	7
CN(CCOc1ccc(Cl)cc1)C(=O)C1=CC=CN2CCS(=O)(=O)N=C12	-7	-2	-0.9	1	96	-2	-5	8	1	1
O=C(NCCS(=O)(=O)N1CCN(c2ccccc2F)CC1)c1cccc(Br)c1	-8	-7	-1.9	1	99	-3	-1	14	-5	1
COc1ccc(NC(=S)NC(NC(C)=O)C(Cl)(Cl)Cl)c([N+](=O)[O-])c1 (configuration not stated)	-4	-1	-4.4	0	99	-3	-3	-9	2	0
CN(CC(=O)Nc1ccc(Cl)cc1F)C1CCS(=O)(=O)C1 (configuration not stated)	-5	-3	-1.5	0	92	-5	0	-4	-2	-11
Cc1onc(-c2ccccc2)c1C(=O)N1CCOC12CCN(c1cccc(F)n1)CC2	-5	-4	-1.6	0	98	-4	-2	2	3	6
CC(C)=CCC/C(C)=C/C(N)=O	-6	1	-2.9	-1	93	-9	-10	9	1	-2

Ordered by the number under CaV13 ICDI inh (smallest number first): 3 from the list above.
| Molecule | ABHD5 PLIN5 PPI | m5-HT2A agonist | MC4R barr agon | N-glyco inh | ABCB6 inh 2 | CaV13 ICDI inh | Exocytosis inh | MC4R antag cAMP | PDI inh |
| --- | --- | --- | --- | --- | --- | --- | --- | --- | --- |
| CCOC(=O)C1=C(c2ccccc2)NC(=S)NC1c1cccc([N+](=O)[O-])c1 (configuration not stated) | -5 | -1 | 0.2 | 4 | 100 | -5 | 0 | 4 | 4 |
| CCC(C(=O)O/N=C(\N)c1ccc(C)cc1)c1ccccc1 (configuration not stated) | 0 | 1 | 0.5 | 0 | 100 | -4 | 0 | -2 | -6 |
| COC(=O)c1ccc(Oc2nc(NC(C)C)nc(SC)n2)cc1 | -3 | 6 | -1.1 | 0 | 96 | 1 | 0 | 6 | -4 |
